PKM2 act: PKM2 (human) enzyme activation; purified PKM2, Kinase-Glo ATP luminescence, activation; response scale: 0% is enzyme alone, no compound; hit rate 0.34% among 260,000; AID 1631; Potency, µM (series often up to 57.5 µM), for inactives: at the highest dose activation, hits mostly activators; also: potency is read from the fitted curve at half-maximal effect; % is scaled to controls: 0 for no effect and ±100 for the full control effect; nearly all actives have a fitted effect of over 55% in size
Target sequence (P14618 whole entry, looked up): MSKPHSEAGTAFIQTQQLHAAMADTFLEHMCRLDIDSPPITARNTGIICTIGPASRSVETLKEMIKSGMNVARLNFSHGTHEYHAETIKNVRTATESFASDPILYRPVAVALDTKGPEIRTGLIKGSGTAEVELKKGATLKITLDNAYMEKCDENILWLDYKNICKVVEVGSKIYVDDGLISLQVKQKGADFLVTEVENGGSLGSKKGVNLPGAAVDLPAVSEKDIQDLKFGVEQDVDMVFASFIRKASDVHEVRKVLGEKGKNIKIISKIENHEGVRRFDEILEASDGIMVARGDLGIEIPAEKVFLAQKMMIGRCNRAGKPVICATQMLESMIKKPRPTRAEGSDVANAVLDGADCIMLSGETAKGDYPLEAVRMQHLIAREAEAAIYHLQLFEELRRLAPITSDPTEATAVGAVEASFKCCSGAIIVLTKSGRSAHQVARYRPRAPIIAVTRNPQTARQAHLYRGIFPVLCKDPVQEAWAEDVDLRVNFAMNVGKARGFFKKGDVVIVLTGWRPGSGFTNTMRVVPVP
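hPK-M2, >95% pure; 0.1 mM ADP / 0.5 mM PEP final; imidazole pH7.2 buffer w/ 7 mM MgCl2, 50 mM KCl; 1 h RT; Kinase-Glo lum. Intermediate enzyme activity for dual inhibitor/activator qHTS.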
NPC1 promoter act: activates the NPC1 promoter | Huh7 NPC1 promoter luciferase reporter, 24 h | Potency, µM (series often up to 9.22 µM), for the others: at the top dose activation, hits mostly activators | hit rate 2.4% among 320,000;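 also: potency is read from the fitted curve at half-maximal effect; % of control where 0% means no effect; nearly all actives have a fitted effect of over 60% in size; reporter is driven by a mutant NPC1 promoter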
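Quantitative HTS used a cell-based reporter: Huh7 cells stably bearing the NPC1 promoter upstream of luciferase were treated with compounds for 24 h, and promoter activation was read as luminescence.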
RORgamma inh: inhibitors of mouse ROR gamma transcriptional activity | P51450 | Drosophila S2 Gal4-RORgamma UAS-luciferase reporter, 20 h | Potency, µM (top dose mostly 53.6 µM), for inactives: at the top dose activity change, negative = inhibition, hits mostly inhibitors | hit rate 5.4% among 310,000; also: potency is read from the fitted curve at half-maximal effect; % is scaled to controls: 0 for no effect and ±100 for the full control effect; nearly all actives have a fitted effect of over 60% in size
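In this cell-based reporter format, copper sulfate (700 uM final) drives Gal4–ROR gamma fusion expression from a metallothionein promoter in Drosophila Schneider cells; compounds preincubated 1 hr, reporter read after 20 hr at ambient temperature.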
FLuc modulator: inhibits or activates purified firefly luciferase, miR-21 counter-screen. hit rate 6.9% among 360,000. purified FLuc, Km substrates, luminescence inhibition. AID 588342. Potency, µM (doses to about 57.5 µM), for inactives: at the highest dose activity change, negative = inhibition, hits mostly inhibitors;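 also: potency is read from the fitted curve at half-maximal effect; plate controls were vehicle for no effect and reference inhibitor for full effect; nearly all actives have a fitted effect of over 55% in size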
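Purified P. pyralis luciferase, 10 nM final, with Km-level 10 uM D-luciferin and 10 uM ATP in 50 mM Tris acetate pH 7.5, 10 mM Mg acetate, 0.01% Tween-20, 0.05% BSA; 6-point qHTS titration about 60 µM downward; luminescence read.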
Mito fusion yeast: blocks mitochondrial division or promotes mitochondrial fusion. S. cerevisiae fusion-defective mutant growth rescue, CellTiterGlo 48 h. Potency, µM (series often up to 46.1 µM), inactives show at the highest dose growth rescue (activation), actives largely listed as activators. hit rate 0.23% among 320,000;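 also: potency is read from the fitted curve at half-maximal effect; % of control where 0% means no effect; nearly all actives have a fitted effect of over 45% in size; temperature-sensitive fusion mutants such as fzo1-1 at 37 °C on non-fermentable ethanol glycerol medium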
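Growth-rescue viability read-out: after 48 h at the non-permissive 37C in glycerol/ethanol YPEG, yeast mitochondrial fusion mutants are measured by CellTiterGlo luminescence; compounds (23 nl pinned per well) restoring growth score as division inhibitors or fusion activators.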
ELG1 DNA repair: blocks ELG1-dependent DNA repair in HEK293T cells; HEK293T ELG1-luciferase reporter, luminescence, 16 h; DNA damage induced by 5-fluorouridine; AID 504467; hit rate 2.3% among 330,000; Potency, µM (series often up to 46.1 µM), for the others: at the top dose activity change, negative = inhibition, actives largely listed as inhibitors; also: potency is read from the fitted curve at half-maximal effect; % is scaled to controls: 0 for no effect and ±100 for the full control effect; nearly all actives have a fitted effect of over 55% in size
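DMSO vehicle served as the neutral condition. Each well held 2,000 cells given 5-fluorouridine plus compound; after 16 hr at 37 °C/5% CO2, ONE-Glo was added and luciferase measured 30 min later.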
Gal4-VP16 FLuc: Gal4-VP16 reporter inhibition counter-screen; hit rate 3.5% among 310,000; Drosophila S2 Gal4-VP16 UAS-luciferase, luminescence, 20 h; Potency, µM (series often up to 53.6 µM), for the others: top-dose activity, negative = inhibition, hits mostly inhibitors; AID 2546;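 also: Gal4-VP16 expression switched on by copper sulfate through the metallothionein promoter; potency is read from the fitted curve at half-maximal effect; % is scaled to controls: 0 for no effect and ±100 for the full control effect; nearly all actives have a fitted effect of over 50% in size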
Menin-MLL TR inh: displaces Texas Red mutant MLL peptide from human menin; O00255; Menin + Texas Red MLL mutant peptide, fluorescence polarization; Potency, µM (series often up to 61.6 µM), without a hit: at the top dose FP activity change, negative = inhibition, actives largely listed as inhibitors; hit rate 0.23% among 270,000; AID 1768; active = well fitted inhibition curve with a large enough effect in the polarisation, with a control signal flat, not every such curve was filed as active; inconclusive = small, poorly fitted or top-dose-only effect, or effect the other way, or a change in a side signal; inactive = no such curve, though single readings can be large or run the other way; the % refers to the polarisation; also: potency is read from the fitted curve at half-maximal effect; % of control where 0% means no effect; many of its hits are not listed in these tables
Rab9 promoter act: Rab9 promoter activation; Huh7 Rab9 promoter-luciferase reporter, luminescence, 24 h; Potency, µM (series often up to 9.22 µM), without a hit: top-dose activation, negative = inhibition, most hits filed as activators; hit rate 2.8% among 320,000; AID 485297; also: potency is read from the fitted curve at half-maximal effect; % of control where 0% means no effect; nearly all actives have a fitted effect of over 60% in size
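Cells were plated at 1500 per well in reduced-serum medium with 10% FBS and left 2 h. Compound in DMSO was then added for 24 h at 37 °C. Reporter signal was read by luminescence after 10 min with luciferase detection reagent.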
KCNH2 3.1 block: inhibitors of human KCNH2 3.1 potassium channel isoform; AID 720553; U2OS KCNH2 3.1, thallium flux FluxOr; hits give low values; activity change, % (tested at about 1.8 µM); hit rate 0.95% among 340,000;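 active = maximum activity change below -70%; inconclusive = maximum activity change from -70% to -50%; inactive = maximum activity change above -50%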;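 also: thallium influx rate constant from kinetic fluorescence after stimulation buffer; % is scaled to controls: 0 for no effect and ±100 for the full control effect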
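Channel expression came from 3.1 mutant virus (1.77 x 10^8 /mL) applied to suspended U2OS cells for 4 h. Flux was tracked with FluxOr dye plus Red40 quencher, and kinetic rate constants normalized to controls.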
MBNL1-CUG inh: MBNL1-poly(CUG) RNA binding inhibition | Q9NR56 | TR-FRET MBNL1-His/biotin-(CUG)12 binding, 665/545 ratio | Potency, µM (series often up to 57.5 µM), inactives show top-dose activity change, negative = inhibition, most hits filed as inhibitors | hit rate 0.036% among 280,000 | AID 2675; active = well fitted inhibition curve with a large enough effect in the signal ratio, with a control signal flat, not every such curve was filed as active; inconclusive = small, poorly fitted or top-dose-only effect, or effect the other way, or a change in a side signal; inactive = no such curve, though single readings can be large or run the other way; the % refers to the signal ratio; also: potency is read from the fitted curve at half-maximal effect; % is scaled to controls: 0 for no effect and ±100 for the full control effect
Target sequence (Q9NR56 whole entry, looked up): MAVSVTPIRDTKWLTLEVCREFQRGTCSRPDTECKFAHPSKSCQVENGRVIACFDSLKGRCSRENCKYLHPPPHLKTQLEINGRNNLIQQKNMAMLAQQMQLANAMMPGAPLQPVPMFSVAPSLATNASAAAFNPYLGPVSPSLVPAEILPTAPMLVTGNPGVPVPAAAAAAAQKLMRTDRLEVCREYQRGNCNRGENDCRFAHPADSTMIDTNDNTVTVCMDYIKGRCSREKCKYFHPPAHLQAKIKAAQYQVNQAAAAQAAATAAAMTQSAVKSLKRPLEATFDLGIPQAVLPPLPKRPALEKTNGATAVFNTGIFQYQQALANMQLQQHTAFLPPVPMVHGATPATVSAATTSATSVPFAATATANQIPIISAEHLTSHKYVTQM
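TR-FRET readout: Ex 340 nm, 665/545 nm emission ratio, normalized to buffer-only (basal) and MBNL1-(CUG)12 controls. Complex of MBNL1-His with Biotin-(CUG)12, compounds 92 nM–58 uM, incubated 60 min at room temperature.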
Active calls of the source: *. Unless noted, calls follow the shape of the dose curve; as a rule, active = well fitted curve in the direction sought with a large enough effect; inconclusive = small, poorly fitted or top-dose-only effect, or another doubt; inactive = no such curve, though single readings can be large; an effect the other way counts as inactive or inconclusive. A portion of the library; rates above refer to the full screens.

How did O=[N+]([O-])c1cccc(CN2CCN(Cc3ccco3)CC2)c1 do in these assays?
NPC1 promoter act: 2%; RORgamma inh: 4%; FLuc modulator: -3%; Mito fusion yeast: 12%; ELG1 DNA repair: 6%; Gal4-VP16 FLuc: 3%; Menin-MLL TR inh: -22%; Rab9 promoter act: -2%; KCNH2 3.1 block: -1; MBNL1-CUG inh: 12%

What do the screens show for `COc1cc(-c2nc(CN3CCCCC3CCNC(C)=O)c(C)o2)ccc1F` (stereo not given)?
PKM2 act: 2%; NPC1 promoter act: 1%; RORgamma inh: 1%; FLuc modulator: -1%; Mito fusion yeast: 1%; ELG1 DNA repair: inconclusive; Gal4-VP16 FLuc: 0%; Rab9 promoter act: 2%; KCNH2 3.1 block: -9; MBNL1-CUG inh: 7%

How did Cc1ccc(S(=O)(=O)N(C)c2ccc(C(=O)Nc3ccccc3C(=O)N3CCOCC3)cc2)cc1 do in these assays?
PKM2 act: 7%; NPC1 promoter act: 1%; RORgamma inh: -17%; FLuc modulator: -3%; Mito fusion yeast: 5%; ELG1 DNA repair: 25%; Gal4-VP16 FLuc: -10%; Rab9 promoter act: 1%; MBNL1-CUG inh: -5%

Results for CCCCNc1nc2cccnc2s1 ?
PKM2 act: -3%; NPC1 promoter act: inconclusive; RORgamma inh: 25%; FLuc modulator: inconclusive; Mito fusion yeast: -3%; ELG1 DNA repair: inconclusive; Gal4-VP16 FLuc: 24%; Rab9 promoter act: 25%; KCNH2 3.1 block: -130*; MBNL1-CUG inh: -9%

How did Cc1cc(NC(=O)/C=C/c2ccc(Cl)cc2)no1 do in these assays?
PKM2 act: -2%; NPC1 promoter act: 25%; RORgamma inh: 22%; FLuc modulator: -20%; Mito fusion yeast: -5%; ELG1 DNA repair: inconclusive; Gal4-VP16 FLuc: -14%; Menin-MLL TR inh: -1%; Rab9 promoter act: inconclusive; KCNH2 3.1 block: -1; MBNL1-CUG inh: -1%

How did CSc1ccc(S(=O)(=O)NCC(=O)OCC(=O)NCC2CCCO2)cc1[N+](=O)[O-] (stereo not given) do in these assays?
NPC1 promoter act: -1%; FLuc modulator: -2%; Mito fusion yeast: 7%; ELG1 DNA repair: 7%; Rab9 promoter act: -3%; KCNH2 3.1 block: 8

What do the screens show for `O=C(CN1C(=O)NC2(CCCCCCC2)C1=O)NCc1ccccc1Cl`?
NPC1 promoter act: -3%; Mito fusion yeast: -4%; ELG1 DNA repair: 3%; Rab9 promoter act: 2%; KCNH2 3.1 block: -7

Results for CCN1C(=O)/C(=C\N2CCN(C(=O)c3ccco3)CC2)SC1=S ?
PKM2 act: 2%; NPC1 promoter act: 1%; RORgamma inh: 13%; FLuc modulator: -1%; Mito fusion yeast: -5%; ELG1 DNA repair: -30%; Gal4-VP16 FLuc: -6%; Rab9 promoter act: 8%; KCNH2 3.1 block: 10; MBNL1-CUG inh: 1%

What do the screens show for `O=C(Nc1ccc(Cl)c(S(=O)(=O)N2CCCC2)c1)c1nn(CCO)c(=O)c2ccccc12`?
NPC1 promoter act: -10%; FLuc modulator: inconclusive; Mito fusion yeast: 1%; ELG1 DNA repair: inconclusive; Rab9 promoter act: -10%; KCNH2 3.1 block: -21

Results for CCc1cccc2c(C(=O)CSc3nncn3C)c[nH]c12 ?
PKM2 act: 0%; NPC1 promoter act: 3%; RORgamma inh: inconclusive; FLuc modulator: -13%; Mito fusion yeast: -10%; ELG1 DNA repair: inconclusive; Gal4-VP16 FLuc: inconclusive; Menin-MLL TR inh: 0%; Rab9 promoter act: 27%; KCNH2 3.1 block: 12; MBNL1-CUG inh: 1%

How did Cc1cc2c(cc1S(=O)(=O)N1CCN(c3cccc(C)c3C)CC1)OCCN2C do in these assays?
PKM2 act: 2%; NPC1 promoter act: -1%; RORgamma inh: -14%; FLuc modulator: -3%; Mito fusion yeast: 7%; ELG1 DNA repair: 5%; Gal4-VP16 FLuc: 4%; Menin-MLL TR inh: -3%; Rab9 promoter act: 3%; KCNH2 3.1 block: inconclusive; MBNL1-CUG inh: -9%

Results for COc1ccc(-c2csc(N3C(=O)C4C5c6ccccc6C(c6ccccc65)C4C3=O)n2)cc1 (stereo not given) ?
PKM2 act: -12%; NPC1 promoter act: -3%; RORgamma inh: -2%; FLuc modulator: 6%; Mito fusion yeast: 2%; ELG1 DNA repair: 0%; Gal4-VP16 FLuc: -3%; Menin-MLL TR inh: -16%; Rab9 promoter act: -4%; KCNH2 3.1 block: -11; MBNL1-CUG inh: -5%

How did O=C(NCCCN1CCN(Cc2ccccc2)CC1)C1CCN(c2nnc(-n3cccc3)s2)CC1 do in these assays?
PKM2 act: -1%; NPC1 promoter act: -10%; RORgamma inh: inconclusive; FLuc modulator: inconclusive; Mito fusion yeast: -2%; ELG1 DNA repair: 7.1µM*; Gal4-VP16 FLuc: -29%; Menin-MLL TR inh: -3%; Rab9 promoter act: -15%; KCNH2 3.1 block: inconclusive; MBNL1-CUG inh: 0%

What do the screens show for `CCOc1ccc(C2C3=C(CCCC3=O)Nc3ccc4ncccc4c32)cc1` (stereo not given)?
PKM2 act: 1%; NPC1 promoter act: -6%; RORgamma inh: -5%; FLuc modulator: -9%; Mito fusion yeast: 2%; ELG1 DNA repair: inconclusive; Gal4-VP16 FLuc: 6%; Rab9 promoter act: -9%; KCNH2 3.1 block: 14; MBNL1-CUG inh: inconclusive

What do the screens show for `Cc1ccc(CNC(=O)C2CCN(S(=O)(=O)c3ccc4c(c3)OCCCO4)CC2)cc1`?
PKM2 act: inconclusive; NPC1 promoter act: 1%; RORgamma inh: 29%; FLuc modulator: 3%; Mito fusion yeast: -1%; ELG1 DNA repair: -20%; Gal4-VP16 FLuc: -2%; Menin-MLL TR inh: -4%; Rab9 promoter act: -4%; KCNH2 3.1 block: -1; MBNL1-CUG inh: 4%

Results for COC(=O)c1ccc(CN(c2ccccc2OC)S(=O)(=O)c2cccs2)o1 ?
PKM2 act: -3%; NPC1 promoter act: 1%; RORgamma inh: -10%; FLuc modulator: 1%; Mito fusion yeast: 5%; ELG1 DNA repair: -20%; Gal4-VP16 FLuc: -5%; Menin-MLL TR inh: -6%; Rab9 promoter act: -6%; KCNH2 3.1 block: -6; MBNL1-CUG inh: 2%

How did CCNc1nc(NC(C)(C)C)nc(N(CC)n2cnnc2)n1 do in these assays?
PKM2 act: -2%; NPC1 promoter act: -4%; RORgamma inh: -16%; FLuc modulator: 1%; Mito fusion yeast: -1%; ELG1 DNA repair: -3%; Gal4-VP16 FLuc: -5%; Rab9 promoter act: 0%; KCNH2 3.1 block: 11; MBNL1-CUG inh: -1%

How did CCCSc1nnc(NC(=O)c2sc3nc(-c4cccs4)ccc3c2N)s1 do in these assays?
PKM2 act: 5%; NPC1 promoter act: 1%; RORgamma inh: inconclusive; FLuc modulator: inconclusive; Mito fusion yeast: 9%; ELG1 DNA repair: 6%; Gal4-VP16 FLuc: inconclusive; Menin-MLL TR inh: inconclusive; Rab9 promoter act: 0%; KCNH2 3.1 block: 9; MBNL1-CUG inh: 19%

What do the screens show for `COc1ccc(CCN(C)C2CCCN(S(C)(=O)=O)C2)cc1OC` (stereo not given)?
PKM2 act: 1%; NPC1 promoter act: 0%; RORgamma inh: -5%; FLuc modulator: 7%; Mito fusion yeast: 2%; ELG1 DNA repair: -4%; Gal4-VP16 FLuc: -1%; Menin-MLL TR inh: 4%; Rab9 promoter act: -2%; KCNH2 3.1 block: -11; MBNL1-CUG inh: 0%

How did COc1cccc2c(=O)n(CC(=O)NC3CCCCC3)ccc12 do in these assays?
PKM2 act: -1%; NPC1 promoter act: 2%; RORgamma inh: inconclusive; FLuc modulator: 1%; Mito fusion yeast: 0%; ELG1 DNA repair: 6%; Gal4-VP16 FLuc: 21%; Menin-MLL TR inh: -1%; Rab9 promoter act: -4%; KCNH2 3.1 block: 15; MBNL1-CUG inh: 2%

Bioassay records from PubChem.
